ALDH1A1 block = qHTS Assay for Inhibitors of Aldehyde Dehydrogenase 1 (ALDH1A1). Aldehyde dehydrogenase 1A1 (Homo sapiens), P00352. Purified ALDH1A1, NADH fluorescence, propionaldehyde substrate. Potency, µM (highest dose often 75.3 µM), for the others: at the top dose activity, negative = inhibition, actives largely listed as inhibitors. 220,000 compounds, 7.3% hits. AID 1030, 2008; active means well fitted inhibition curve with a large enough effect, not every such curve was filed as active; inconclusive means small, poorly fitted or top-dose-only effect, or another doubt; inactive means no such curve, though single readings can be large or run the other way;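 further: plate controls were no enzyme wells and a reference inhibitor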
Target sequence (P00352 whole entry, looked up): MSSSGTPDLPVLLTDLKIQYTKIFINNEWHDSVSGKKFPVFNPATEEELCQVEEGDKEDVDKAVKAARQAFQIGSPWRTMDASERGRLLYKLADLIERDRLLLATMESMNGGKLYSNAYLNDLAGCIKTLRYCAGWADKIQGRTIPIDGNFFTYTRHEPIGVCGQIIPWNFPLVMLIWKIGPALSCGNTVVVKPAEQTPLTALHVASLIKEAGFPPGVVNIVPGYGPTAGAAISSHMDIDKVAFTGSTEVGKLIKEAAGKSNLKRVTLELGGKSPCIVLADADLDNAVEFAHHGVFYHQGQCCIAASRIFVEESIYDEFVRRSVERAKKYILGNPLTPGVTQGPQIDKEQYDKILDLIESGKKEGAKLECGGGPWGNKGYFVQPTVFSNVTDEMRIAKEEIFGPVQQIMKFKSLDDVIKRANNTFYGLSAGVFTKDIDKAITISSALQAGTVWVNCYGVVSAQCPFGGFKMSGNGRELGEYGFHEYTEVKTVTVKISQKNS
GAA glycogen = qHTS Assay for Inhibitors and Activators of Human alpha-Glucosidase Cleavage of Glycogen; recombinant GAA, glycogen substrate, Amplex Red glucose oxidase fluorescence; AID 2100, 2009; Lysosomal alpha-glucosidase (Homo sapiens), P10253; 300,000 compounds, 0.38% hits; Potency, µM (series often up to 76.4 µM), for inactives: at the top dose activity change, negative = inhibition, actives largely listed as inhibitors;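 further: 0% = full enzyme reaction and -100% = no-enzyme basal signal; the screen sought inhibitors and activators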
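Natural-substrate format: glycogen cleavage by 4 nM human enzyme, glucose read by Amplex Red coupling (Ex 573, Em 610 nm). Normalized to enzyme and no-enzyme controls.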
NPSR antagonist = qHTS Assay for Antagonists of the Neuropeptide S Receptor: cAMP Signal Transduction | Q6W5P4 | CHO-NPSR cells, cAMP TR-FRET, antagonist mode | Potency, µM (highest dose often 38.3 µM), for the others: at the top dose activity change, negative = inhibition, hits mostly inhibitors | 220,000 compounds, 1% hits; further: on the % scale 0 is the no-effect control and ±100 the full control effect; nearly all actives have a fitted effect of over 50% in size; many of its hits are not listed in these tables
GAA inh = qHTS Assay for Inhibitors of Human alpha-Glucosidase as a Potential Chaperone Treatment of Pompe Disease | purified human GAA, 4-MU-alpha-glucoside fluorescence | Potency, µM (doses to about 76.9 µM), inactives show top-dose activity change, negative = inhibition, usual class: inhibitors | 200,000 compounds, 0.005% hits | AID 1466, 2008;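 further: plate controls were uninhibited enzyme wells for no effect and no-enzyme background for full effect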
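Activity normalized between no-enzyme (basal) and enzyme-only wells. Conditions: 4 nM human enzyme, 400 uM fluorogenic substrate, citrate/phosphate pH 5.0 with Tween-20, 20 min room temperature, compounds up to 77 uM.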
Tau fluor counter = Counterscreen qHTS for Inhibitors of Tau Fibril Formation, Fluorescence Polarization; 280,000 compounds, 0.93% hits; tau K18 P301L (four-repeat tau fragment) Alexa594 fluorescence, heparin fibrillization; Potency, µM (highest dose often 57.7 µM), inactives show top-dose activity change, negative = decrease; further: on the % scale 0 is the no-effect control and ±100 the full control effect; nearly all actives have a fitted effect of over 55% in size
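Human K18 P301L tau (15 uM unlabeled plus 0.24 uM Alexa 594-labeled, final) in 100 mM sodium acetate pH 7 was mixed with compound and 20 uM heparin and incubated 6 hr at 37 C.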
Epigenetic reg = Quantitative High-Throughput Screen for Regulators of Epigenetic Control; murine LDR cells, GFP reporter derepression, 30 h; Potency, µM (doses to about 53.9 µM), without a hit: at the highest dose GFP activation, most hits filed as activators; 280,000 compounds, 0.2% hits; AID 1865, 2009; further: % of control where 0% means no effect; nearly all actives have a fitted effect of over 60% in size
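Murine LDR cells carrying a silenced, genomically integrated CMV-driven GFP reporter were exposed to compound for 30 hours at 37 C. After PBS washes, GFP-positive cells (20–120 um objects) were counted by laser-scanning microplate cytometry.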
aGal spleen mod = qHTS Assay for Inhibitors and Activators of Human alpha-Galactosidase From Spleen Homogenate; Alpha-galactosidase A (Homo sapiens), P06280; human spleen homogenate, 4MU-alpha-Gal fluorescence, 40 min; Potency, µM (highest dose often 80 µM), for inactives: at the top dose activity change, negative = inhibition, most hits filed as inhibitors; 240,000 compounds, 0.008% hits;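 further: 0% = enzyme with vehicle and -100% = no enzyme basal signal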
Target sequence (P06280 32-429 limits assumed): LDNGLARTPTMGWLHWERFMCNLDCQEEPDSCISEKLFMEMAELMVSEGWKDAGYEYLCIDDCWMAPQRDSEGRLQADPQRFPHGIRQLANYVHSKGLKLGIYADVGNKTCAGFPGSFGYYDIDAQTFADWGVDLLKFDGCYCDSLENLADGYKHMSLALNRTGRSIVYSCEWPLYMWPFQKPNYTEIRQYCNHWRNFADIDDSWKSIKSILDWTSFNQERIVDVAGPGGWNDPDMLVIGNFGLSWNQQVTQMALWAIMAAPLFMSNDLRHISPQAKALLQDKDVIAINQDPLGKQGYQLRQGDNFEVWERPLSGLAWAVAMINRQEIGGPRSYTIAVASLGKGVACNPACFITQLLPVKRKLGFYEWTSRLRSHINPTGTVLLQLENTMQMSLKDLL
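qHTS titration in buffer at pH 5.0. Alpha-galactosidase activity in spleen homogenate was measured via 4-methylumbelliferone release from 1 mM fluorogenic substrate after 40 min at 37C and a pH 10 stop. AC50 came from Hill fits of control-normalized data.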
GAA spleen mod = qHTS Assay for Inhibitors and Activators of Human alpha-Glucosidase From Spleen Homogenate. Lysosomal alpha-glucosidase (Homo sapiens), P10253. human spleen homogenate, 4-MU-alpha-glucoside fluorescence. Potency, µM (series often up to 79.9 µM), for inactives: at the highest dose activity change, negative = inhibition, hits mostly inhibitors. 240,000 compounds, 0.006% hits. AID 2112, 2009;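 further: 0% = enzyme with vehicle and -100% = no enzyme basal signal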
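Human spleen homogenate (1 ug) incubated with compounds and 1 mM 4-methylumbelliferyl-alpha-D-glucopyranoside in pH 5.0 citrate/phosphate buffer, 37 C, 40 min. Stopped at pH 10; 4-MU fluorescence (Ex 365/Em 440 nm); AC50 by Hill fit.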
Active calls of the source: *; ? = inconclusive; . = not tested or not shown; & = joins results of further samples; [ ] = another dose, or the depositor's remark. Unless noted, the call rests on the fitted dose curve; in most records, active means well fitted curve in the direction sought with a large enough effect; inconclusive means small, poorly fitted or top-dose-only effect, or another doubt; inactive means no such curve, though single readings can be large; an effect the other way counts as inactive or inconclusive. Potency means the concentration at half of the fitted maximal effect.

SMILES	ALDH1A1 block	GAA glycogen	NPSR antagonist	GAA inh	Tau fluor counter	Epigenetic reg	aGal spleen mod	GAA spleen mod
O=C1N/C(=C\c2ccccc2)C(O)=C1C=NCc1ccccc1	14%	-2%	1%[46.1 µM]	-1%	-1%	2.6%	-10%	0%
O=C(CN(Cc1ccccc1Cl)C(=O)Cn1nnc(-c2cccs2)n1)NCC1CCCO1 (stereo unspecified)	-11%	3%	10%[7.67 µM]	0%	-5%	-2.5%	-4%	-6%
Cc1c(C(=O)O)cccc1-c1ccc(/C=C2/NC(=O)N(c3ccccc3)C2=O)o1	5.6µM*	-6%	49%	5%	-12%	-3.3%	6%	-2%
CC1(CCc2ccccc2)NC(=O)N(CC(=O)O)C1=O (stereo unspecified)	.	3%	8%	.	-5%	-1.1%	4%	0%
COc1ccc(OC)c(CN2CCCC(CCC(=O)N(C)CCc3ccccn3)C2)c1 (stereo unspecified)	-7%	0%	-7%	.	11%	-0.2%	0%	-3%
COc1ccc(C(=O)NNC(=O)CSc2nnc(-c3cccnc3)n2C)cc1	2%	5%	7%	12%	-4%	4.4%	-7%	-6%
CCc1nc(SCc2ccc(C(=O)OC)o2)c2c(=O)n(C)c(=O)n(C)c2n1	1%	1%	-8%[46.1 µM]	-3%	-12%	0.0%	-1%	-2%
O=C(Nc1cc(Sc2ccccn2)cc([N+](=O)[O-])c1)c1ccc([N+](=O)[O-])cc1	-9%	2%	-26%[46.1 µM]	-2%	?	0.0%	-1%	-8%
CCOC(=O)C1CCN(C(=O)c2ccccc2NS(=O)(=O)c2ccc(F)c(F)c2)CC1	8%	10%	-3%	3%	-4%	-0.8%	-2%	-5%
Oc1ccccc1/C=N/NC(=S)NC1CC2CCC1C2 (stereo unspecified)	?	-25%	30%	7%	?	1.1%	2%	0%
Cc1ccc(-c2n[nH]c(S(C)(=O)=O)c2C#N)cc1	.	2%	-2%[7.67 µM]	.	-4%	-0.3%	7%	4%
COC(=O)c1ccc(-c2noc(CN3C[C@H]4CC[C@H]3C4)n2)cc1	?	14%	-6%	.	2%	-0.1%	0%	-3%
CCn1c(CSc2nncn2-c2ccc(OC)cc2)nc2cc(S(=O)(=O)N(C)C)ccc21	-11%	0%	-27%[46.1 µM]	0%	7%	-0.2%	2%	-7%
CCOC(=O)C1CCN(CC(=O)NC(=O)NC2CCCCC2)CC1	-8%	6%	5%	3%	-2%	0.3%	5%	-3%
N#C/C(=C\c1c(N2CCCCC2)nc2ccccn2c1=O)S(=O)(=O)c1ccccc1	.	-2%	22%[7.67 µM]	.	?	-1.4%	-4%	3%
ClC(Cl)(c1nnnn1-c1ccccc1)c1nnnn1-c1ccccc1	1.1µM*	-2%	-3%	-9%	-14%	0.0%	17%	0%
CCCC(=O)Nc1cc(-c2nn(C)c(=O)c3ccccc23)ccc1N1CCOCC1	28µM*	7%	-12%[46.1 µM]	0%	-1%	1.8%	5%	-9%
Cc1c(/C(O)=C2/C(=O)C(=O)N(CCN3CCOCC3)C2c2ccccn2)cnn1-c1ccccc1 (stereo unspecified)	?	0%	-6%	-3%	-16%	1.0%	-2%	-1%
CCOc1cc(NC(=S)Nc2cccc(C)c2)c(OCC)cc1NC(=O)CC(C)C	-16%	?	-17%[46.1 µM]	13%	-24%	6.3%	1%	-9%
O=C(O)c1cccc(-n2cccc2/C=C2\NC(=O)N(Cc3ccc(F)cc3)C2=O)c1	-12%	-12%	-40%	-5%	-1%	2.2%	9%	-19%
O=C1c2ccncc2C(=O)N1CNc1ccc(Cl)cc1	9%	-7%	11%	1%	-5%	-5.0%	-4%	-7%
CC(C)N(Cc1nc(-c2ccc3c(c2)OCO3)no1)CC1CCC(=O)N1 (stereo unspecified)	2%	6%	7%	-15%	2%	1.1%	-9%	-2%
COc1ccc(CNC(=O)C/C(C)=N/NC(=O)C(c2ccccc2)c2ccccc2)cc1	22µM*	6%	-6%[46.1 µM]	5%	-7%	-1.8%	-5%	1%
CCOC(=O)C1CN(S(=O)(=O)c2ccc(C)cc2)C1	1%	2%	-9%[46.1 µM]	-6%	-19%	-1.7%	2%	-2%
Cc1c(NC(=O)c2cc3c(s2)CCCC3)c(=O)n(-c2ccccc2)n1C	-4%	19%	2%	8%	-9%	-1.4%	4%	6%
CCc1ccccc1NC(=O)COc1ccc2c(=O)c(Oc3cc(C)ccc3C)coc2c1	5%	11%	-35%	1%	0%	1.1%	-7%	-5%
CCOc1c(O)ccc(C2NC(=O)N(C)C(C)=C2C(=O)OC)c1[N+](=O)[O-] (stereo unspecified)	-2%	-10%	1%	0%	-7%	0.1%	8%	0%
CC1c2ccsc2CCN1S(=O)(=O)c1ccccc1 (stereo unspecified)	.	4%	20%	.	-27%	8.4%	5%	2%
CN(C)CCCN1C(=O)C2CCc3[nH]c4ccccc4c3C2C1=O (stereo unspecified)	1%	-29%	-18%	8%	-5%	-1.1%	4%	17%
CCOC(=O)c1cnc(-c2cccc(OC)c2)[nH]c1=O	?	0%	-3%[46.1 µM]	-2%	2%	-0.9%	0%	1%
NS(=O)(=O)c1ccc(CCNC(=O)[C@@H]2CCCN2S(=O)(=O)c2ccccc2F)cc1	-3%	4%	-13%[46.1 µM]	4%	1%	6.3%	1%	-26%
COC(=O)c1ccc(S(=O)(=O)N2CCCN(Cc3ccc(F)cc3)CC2)n1C	.	2%	6%	.	-2%	-0.4%	2%	4%
CC(C)C(=O)Nc1cc(C(F)(F)F)ccc1N1CCOCC1	1%	4%	-14%[46.1 µM]	-2%	-10%	-5.0%	-14%	-20%
CC(=O)Nc1ccc(N2CCC(C)CC2)c([N+](=O)[O-])c1	0%	20%	-9%	-1%	-13%	-5.1%	-7%	0%
Cc1c2oc3c(C)ccc(C(=O)N[C@@H]4C(=O)N[C@H](C(C)C)C(=O)N5CCC[C@H]5C(=O)N(C)CC(=O)N(C)[C@@H](C(C)C)C(=O)O[C@@H]4C)c3nc-2c(C(=O)N[C@@H]2C(=O)N[C@H](C(C)C)C(=O)N3CCC[C@H]3C(=O)N(C)CC(=O)N(C)[C@@H](C(C)C)C(=O)O[C@@H]2C)c(N)c1=O	?	.	.	.	-9%	1.4%	1%&6%	-13%&-7%
Cc1c(NC(=S)Nc2ccccc2C(F)(F)F)cccc1[N+](=O)[O-]	22µM*	6%	7%[46.1 µM]	5%	-2%	-0.9%	-9%	-2%

Reformatted: results already given
SMILES | ALDH1A1 block | GAA glycogen | NPSR antagonist | GAA inh | Tau fluor counter | Epigenetic reg | aGal spleen mod | GAA spleen mod
CCOc1c(O)ccc(C2NC(=O)N(C)C(C)=C2C(=O)OC)c1[N+](=O)[O-] (stereo unspecified) | -2% | -10% | 1% | 0% | -7% | 0.1% | 8% | 0%
CC1c2ccsc2CCN1S(=O)(=O)c1ccccc1 (stereo unspecified) | . | 4% | 20% | . | -27% | 8.4% | 5% | 2%
CN(C)CCCN1C(=O)C2CCc3[nH]c4ccccc4c3C2C1=O (stereo unspecified) | 1% | -29% | -18% | 8% | -5% | -1.1% | 4% | 17%
CCOC(=O)c1cnc(-c2cccc(OC)c2)[nH]c1=O | ? | 0% | -3%[46.1 µM] | -2% | 2% | -0.9% | 0% | 1%
NS(=O)(=O)c1ccc(CCNC(=O)[C@@H]2CCCN2S(=O)(=O)c2ccccc2F)cc1 | -3% | 4% | -13%[46.1 µM] | 4% | 1% | 6.3% | 1% | -26%
COC(=O)c1ccc(S(=O)(=O)N2CCCN(Cc3ccc(F)cc3)CC2)n1C | . | 2% | 6% | . | -2% | -0.4% | 2% | 4%
CC(C)C(=O)Nc1cc(C(F)(F)F)ccc1N1CCOCC1 | 1% | 4% | -14%[46.1 µM] | -2% | -10% | -5.0% | -14% | -20%
CC(=O)Nc1ccc(N2CCC(C)CC2)c([N+](=O)[O-])c1 | 0% | 20% | -9% | -1% | -13% | -5.1% | -7% | 0%
Cc1c2oc3c(C)ccc(C(=O)N[C@@H]4C(=O)N[C@H](C(C)C)C(=O)N5CCC[C@H]5C(=O)N(C)CC(=O)N(C)[C@@H](C(C)C)C(=O)O[C@@H]4C)c3nc-2c(C(=O)N[C@@H]2C(=O)N[C@H](C(C)C)C(=O)N3CCC[C@H]3C(=O)N(C)CC(=O)N(C)[C@@H](C(C)C)C(=O)O[C@@H]2C)c(N)c1=O | ? | . | . | . | -9% | 1.4% | 1%&6% | -13%&-7%
Cc1c(NC(=S)Nc2ccccc2C(F)(F)F)cccc1[N+](=O)[O-] | 22µM* | 6% | 7%[46.1 µM] | 5% | -2% | -0.9% | -9% | -2%

Back to the main list; the two compounds before the break are reprinted first.
SMILES	ALDH1A1 block	GAA glycogen	NPSR antagonist	GAA inh	Tau fluor counter	Epigenetic reg	aGal spleen mod	GAA spleen mod
Cc1c2oc3c(C)ccc(C(=O)N[C@@H]4C(=O)N[C@H](C(C)C)C(=O)N5CCC[C@H]5C(=O)N(C)CC(=O)N(C)[C@@H](C(C)C)C(=O)O[C@@H]4C)c3nc-2c(C(=O)N[C@@H]2C(=O)N[C@H](C(C)C)C(=O)N3CCC[C@H]3C(=O)N(C)CC(=O)N(C)[C@@H](C(C)C)C(=O)O[C@@H]2C)c(N)c1=O	?	.	.	.	-9%	1.4%	1%&6%	-13%&-7%
Cc1c(NC(=S)Nc2ccccc2C(F)(F)F)cccc1[N+](=O)[O-]	22µM*	6%	7%[46.1 µM]	5%	-2%	-0.9%	-9%	-2%
CCOC(=O)c1cc2sccc2n1CC(=O)N1CCc2ccccc21	-2%	0%	-14%[46.1 µM]	5%	-1%	-1.0%	2%	-3%
Cc1ccc(NC(=O)C2C3C=CC4(CN(Cc5cccnc5)C(=O)C24)O3)cc1F (stereo unspecified)	?	-1%	9%	3%	-9%	2.9%	-3%	-1%
CCOc1ccccc1NS(=O)(=O)c1cn(C)nc1C	1%	-8%	15%	-3%	4%	-1.2%	2%	7%
COC(=O)c1cc(-c2c(C)oc3cc(OC(C)C)ccc3c2=O)c(C)o1	?	5%	?	-1%	2%	-4.5%	-6%	-7%

Source: PubChem BioAssay (National Center for Advancing Translational Sciences (NCATS))

Not all compounds are listed; the hit share may differ from the screen's.
